BL2 CD40 inh: inhibitors of CD40-induced NF-kB signaling, primary screen, BL2 cells, luciferase reporter, single point. CD40L-induced, 4 h. inhibition, % at 10 µM. 0.94% of 83,000 active. AID 1053188, 2014;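 active = mean inhibition of at least 50% with a set share of replicates also reaching that level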;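 also: 0% = neutral control wells and 100% = IKK inhibitor VII at 50 µM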
Numbers without * were called inactive; & = joins results of further samples; [ ] = dose if it differs, or a comment.

SMILES	BL2 CD40 inh
COc1ccc2cc(C(=O)C3CCCN(C(=O)c4ccnn4C)C3)ccc2c1 (stereo not drawn)	-14
CNC[C@H]1OCc2ccccc2-c2ccccc2C(=O)N([C@H](C)CO)C[C@@H]1C	-18[25 µM]
C[C@@H]1CN([C@@H](C)CO)C(=O)c2c(c3ccccc3n2C)-c2ccccc2CO[C@H]1CN(C)Cc1ccncc1	-7
C(=C\c1ccc(C2[C@@H]3CN(Cc4cocn4)C[C@H]2N3)cc1)/c1ccccc1 (stereo partly drawn)	2&-46[25 µM]
COc1ccc(S(=O)(=O)N2CC3(CN(C(=O)c4cccnc4)[C@@H](CO)c4c3c3ccc(OC)cc3n4C)C2)cc1	4[25 µM]
CN(C)C(=O)[C@H]1[C@H](CO)[C@H]2Cn3c(ccc(/C=C/c4ccccc4)c3=O)[C@H]2N1C(=O)c1cccnc1	-2[25 µM]
O=C(C1CCC1)N1CC(=O)N2[C@H](CO)[C@H](c3ccc(C#CCc4ccccc4)cc3)[C@H]2C1	71*
O=C(c1ccc(F)cc1)N1[C@H](CO)[C@@H]2c3ccccc3NC[C@@H]21	-27[25 µM]
COc1ccccc1NC(=O)COC(=O)CCC(=O)c1cccs1	22
CN(CC(O)COCc1cccs1)C1CCCCC1 (stereo not drawn)	-4
C[C@H](CO)N1C[C@H](C)[C@@H](CN(C)Cc2ccc(C(=O)O)cc2)OCc2ccccc2-c2c(n(C)c3ccccc23)C1=O	-12
COc1ccc(NC(=O)N[C@H]2CC[C@@H](CCNC(=O)CN3CCOCC3)O[C@@H]2CO)cc1	-5[25 µM]
O=C(Nc1sc2c(c1CN1CCOCC1)CCC2)c1ccc(F)cc1	-12
Cc1cc(C)n(CCCNC(=O)c2ccc(S(=O)(=O)NCc3ccco3)cc2)n1	13
C[C@@H]1CN([C@@H](C)CO)C(=O)CCCn2cc(nn2)CO[C@@H]1CN(C)C(=O)c1cc(-c2ccccc2)on1	3[25 µM]
O=C(Cc1ccncc1)Nc1ccc2c(c1)[C@@H]1C[C@H](CC(=O)NC3CCCC3)O[C@H](CO)[C@@H]1O2	-5
COC(=O)c1sccc1-c1ccc(/C=N/OC(=O)c2ccccc2)o1	-6
O=S(=O)(c1ccccc1)N1CCCCN2[C@H](CO)[C@@H](c3ccc(C#CC4CCCC4)cc3)[C@@H]2C1	-31[25 µM]
O=C1OC(CN(Cc2ccccc2)Cc2ccccc2)CN1N=Cc1ccc([N+](=O)[O-])o1 (stereo not drawn)	8
O=c1oc(-c2ccc([N+](=O)[O-])cc2)nc2ccccc12	-9
CCOC(=O)c1ccc(NC(=O)CSc2nnc(COc3ccccc3OC)n2C)cc1	6
CCOC(=O)C1CCN(c2ncnc3c2oc2ccccc23)CC1	0
CC(C)NC(=O)Nc1ccc2c(c1)CC(=O)N(C)C[C@@H](C)[C@@H](CN(C)C(=O)NC(C)C)O2	14
COCCCN1C(=O)/C(=C\c2cccs2)C(C(=O)OC)=C1C	17
COc1cccc(-c2ccc3c(c2)[C@@H]2[C@@H](CCN2C(=O)c2ccccn2)[C@@H](CO)N3)c1	-57[25 µM]
CCOC(=O)N1CCN(c2cc(NCCO)c([N+](=O)[O-])c3nonc23)CC1	5
CC(O)CNCc1ccccc1C(F)(F)F (stereo not drawn)	5
COC(=O)C1=C(C)N=C2SCCC(=O)N2C1c1ccc(OC(=O)c2ccco2)cc1 (stereo not drawn)	26
Cc1ccc(S(=O)(=O)Oc2ccc(/C=C(/NC(=O)c3ccccc3)C(=O)NC(C)C(=O)O)cc2)cc1 (stereo not drawn)	9
CCC(C)n1c(SCC(=O)Nc2ccc3[nH]c(=O)[nH]c3c2)nc2ccccc2c1=O (stereo not drawn)	5
O=CN1CCN(C=O)C(O)C1O (stereo not drawn)	7
Cn1nnc2sc3c(c2c1=O)CCCC3	7
O=C(CSc1nncs1)Nc1ccc(N2CCCCC2)cc1	-45
COCCNC(=O)c1cc(OC)c(OC)cc1[N+](=O)[O-]	-4
O=C(Cc1ccc(-n2cnnn2)cc1)NC12CC3CC(CC(C3)C1)C2	5
CCCCN(C(=O)c1ccc(NC2CC2)c([N+](=O)[O-])c1)c1c(N)n(CCCC)c(=O)[nH]c1=O	5
CCn1c2ccccc2c2cc(/C=N/n3cnnc3)ccc21	-12
CCCC(=O)NCCCc1nc2ccccc2[nH]1	2
Cc1ccc(NC(=O)CN(C)C(=O)c2cn(Cc3ccccc3)nc2-c2cccnc2)cc1	-12
Cc1c(CN(C)C)c2c(n1C)C(=O)c1ccc(Br)cc1-2	4
Cc1ccc(S(=O)(=O)N2CCCCC2)cc1C(=O)OCC(=O)N1c2ccccc2NC(=O)C1(C)C	-1
O=C(CSc1nc(=O)[nH]c2c1CCCC2)Nc1ccc(F)cc1F	5
CCc1c(C)c2nncn2[nH]c1=O	6
O=C(c1cccc(S(=O)(=O)N2CCOCC2)c1)N1CCN(c2ccccc2)CC1	26
C[C@@H]1CCCCO[C@H](CN(C)C(=O)NC2CCCCC2)[C@H](C)CN([C@@H](C)CO)C(=O)c2cc(N(C)C)ccc2O1	-10[25 µM]
O=C(CSc1nc2[nH]c(=O)cc(O)c2s1)Nc1nccs1	4
Cc1nn(-c2ccccc2)c(C)c1/C=N/n1cnnc1	-2
O=C(COC(=O)c1ccc2c(c1)OCCO2)NCCC1=CCCCC1	-5

Quoted from the listing for reference:
SMILES	BL2 CD40 inh
Cc1ccc(S(=O)(=O)N2CCCCC2)cc1C(=O)OCC(=O)N1c2ccccc2NC(=O)C1(C)C	-1
O=C(CSc1nc(=O)[nH]c2c1CCCC2)Nc1ccc(F)cc1F	5
CCc1c(C)c2nncn2[nH]c1=O	6
O=C(c1cccc(S(=O)(=O)N2CCOCC2)c1)N1CCN(c2ccccc2)CC1	26

Other compounds
SMILES	BL2 CD40 inh
O=C(CNC(=O)C12CC3CC(CC(C3)C1)C2)Nc1ncccc1O	2
O=C(OCC(=O)N1CCCCC1)c1ccc2ccccc2n1	-29
COc1ccc(N2CCN(C(=O)Cn3c(=O)c4cccn4c4cccnc43)CC2)cc1	-5
CC1=CCC(C(=O)O)C(C(=O)O)C1 (stereo not drawn)	5
CCC(=O)Nc1cccc2ccccc12	14
O=C(Nc1ccc(Cc2ccncc2)cc1)c1ccco1	-79
CCOC(=O)c1cnc(-n2cc(C)cn2)nc1NCc1ccc2c(c1)OCO2	7
COCCN(C(=O)COC(=O)C12CC3CC(CC(C3)C1)C2)c1c(N)n(Cc2ccccc2)c(=O)[nH]c1=O	3
CCCN1C[C@H](C)[C@@H](OC)CN(C)C(=O)c2ccc(NS(=O)(=O)c3cn(C)cn3)cc2OC[C@H]1C	-19[25 µM]
COC(=O)C1=NNC(C(=O)c2ccco2)C1c1ccc(OC)cc1 (stereo not drawn)	1
O=C(CN1CCSC1=O)N1CCN(S(=O)(=O)c2ccccc2)CC1	-4
CCn1c(N2CCC(Cc3ccccc3)CC2)nc2c1c(=O)[nH]c(=O)n2C	23
CC(C)(C)NC(=O)CN(Cc1cccs1)C(=O)CNS(=O)(=O)c1ccc(F)cc1	5
Cc1ccc(CNC(=O)[C@@H]2CCC(=O)N2Cc2ccco2)cc1	2
COc1ccc(-c2nc(-c3ccccn3)nc(N3CCN(C)CC3)c2C#N)cc1	-13
CCn1c2ccccc2c2nnc(SCC(=O)c3c(N)n(C)c(=O)n(C)c3=O)nc21	8
CC(C)(C)c1nc2ccc([N+](=O)[O-])cc2[nH]1	16
O=C(Nc1cc(C(F)(F)F)ccc1N1CCOCC1)C1=NN(c2ccccc2)C(=O)CC1	-3
N#C[C@@H]1[C@@H](c2ccccc2-c2ccccc2)[C@H](CO)N1C(=O)NC1CCCC1	40[25 µM]
O=C(Nc1ccc(N2CCN(C(=O)C3CC3)CC2)cc1)c1cccs1	-21
CN(CCOc1ccc(Cl)cc1)C(=O)CN1C(=O)NC2(CCCC2)C1=O	5
CC1CCN(C(=O)c2cc(-c3ccco3)on2)CC1	-71
COc1ccc(OCCOC(=O)c2ccc(F)c(S(=O)(=O)N3CCOCC3)c2)cc1	15
CCC(=O)N1[C@@H](CO)[C@H](c2ccccc2)[C@@H]1CN(C)C(=O)CN1CCOCC1	-2[25 µM]

4 entries from above in a different format:
N#C[C@@H]1[C@@H](c2ccccc2-c2ccccc2)[C@H](CO)N1C(=O)NC1CCCC1
  BL2 CD40 inh: 40[25 µM]

CC1CCN(C(=O)c2cc(-c3ccco3)on2)CC1
  BL2 CD40 inh: -71

CC(C)(C)c1nc2ccc([N+](=O)[O-])cc2[nH]1
  BL2 CD40 inh: 16

O=C(Nc1cc(C(F)(F)F)ccc1N1CCOCC1)C1=NN(c2ccccc2)C(=O)CC1
  BL2 CD40 inh: -3

3 entries from above, as labelled records.
O=C(Nc1ccc(N2CCN(C(=O)C3CC3)CC2)cc1)c1cccs1
  BL2 CD40 inh: -21
CN(CCOc1ccc(Cl)cc1)C(=O)CN1C(=O)NC2(CCCC2)C1=O
  BL2 CD40 inh: 5
CC1CCN(C(=O)c2cc(-c3ccco3)on2)CC1
  BL2 CD40 inh: -71

New compounds follow
SMILES	BL2 CD40 inh
CC(=Nc1ccccc1)C1=C(O)C(Cc2ccc(O)cc2)NC1=O (stereo not drawn)	5
CN(CC(=O)Nc1sccc1C#N)S(=O)(=O)c1ccc(F)cc1	4
CNS(=O)(=O)c1cc(OC)ccc1OC	6
Cc1ccc(C2=NN(CCC(=O)NCCCN3CCOCC3)C(=O)CC2)cc1	10
N#C/C(=C\c1ccc2c(c1)OCO2)C(=O)NCc1ccco1	-31
O=C(NCc1ccccc1)C1CCN(S(=O)(=O)N2CCOCC2)CC1	6
CC(C)CNS(=O)(=O)c1ccc(CCC(=O)N2CCN(c3ccc(F)cc3)CC2)cc1	10
COC1C=COC2(C)Oc3c(C)c(O)c4c(O)c(c(CN5CCN(C)CC5)c(O)c4c3C2=O)NC(=O)C(C)=CC=CC(C)C(O)C(C)C(O)C(C)C(OC(C)=O)C1C (stereo not drawn)	1
O=C(c1cc(-c2ccncc2)nc2ccccc12)N1CCN(c2ccccn2)CC1	0
CSCCC(NC(=O)c1ccco1)C(=O)N1CCN(c2ccccc2O)CC1 (stereo not drawn)	-13
Cc1ccc(C)c(NC(=O)C(OC(=O)c2ccc(NC(=O)CC#N)cc2)c2ccccc2)c1 (stereo not drawn)	5
CC1CCCCN1CCCNC(=O)c1ccc(N2CCCC2=O)cc1 (stereo not drawn)	0
CN(Cc1ccccc1F)C(=O)c1ccc(NS(=O)(=O)c2ccc3[nH]c(=O)[nH]c3c2)cc1	6
O=C(NC(=S)Nc1nc(-c2ccccc2)cs1)c1ccco1	-22
COc1ccc(-c2cnnc(N/N=C/c3ccc(-c4ccc([N+](=O)[O-])cc4)o3)n2)cc1	20
CCc1ccc(C2=NN(CCC(=O)NC(C)c3ccc4c(c3)OCCO4)C(=O)CC2)cc1 (stereo not drawn)	4
CCOc1ccc(NC(=O)CN(C)C(=O)c2ccccc2CCc2ccccc2)cc1OCC	-6
CCc1nc2ccc(C(=O)NCCOc3ccc(OC)cc3)cn2c1N(CCC(C)C)CCN(C)C	-2
CCN(CC)S(=O)(=O)c1cc(NC(=O)CO/N=C(\N)c2ccccc2Cl)ccc1C	-3
Cn1c(=O)n(CCC(=O)O)c2ccccc21	13
Cc1cc(C(=O)N2CCCC(N3CCN(c4cccc(Cl)c4)CC3)C2)nn1C (stereo not drawn)	-22
O=C(COC(=O)c1nc(Cl)ccc1Cl)NCc1ccc(Cl)cc1Cl	-5
CC(C1CC1)N(C(=O)c1ccccc1[N+](=O)[O-])c1ccccc1 (stereo not drawn)	8
Cn1cccc1C(=O)OCC(=O)Nc1ccc2c(c1)OCCO2	55*
CCNC(=O)NC(=O)C(C)OC(=O)C1CCN(S(=O)(=O)c2ccccc2C(=O)OC)CC1 (stereo not drawn)	-1
Cc1nc(Cn2c3ccc(NC(=S)NC4CCCCC4)cc3c(=O)n2C)cs1	-31
COCCNC(=O)CN(C(=O)c1ccc(N2CCCC2)nc1)c1ccccc1	4
CN(C)c1ccc2c(c1)[C@H]1C[C@H](CC(=O)NCCN3CCCCC3)O[C@H](CO)[C@H]1O2	6
CCOC(=O)c1cnc2cc(C)nn2c1C	4
COc1ccc2c3c(n(C)c2c1)[C@H](CO)N(C(=O)Nc1ccc(F)cc1)CC31CCN(S(=O)(=O)c2cccc(C)c2)CC1	44[25 µM]
C/C=C/c1ccc2c(c1)[C@@H]1[C@@H](CCN1S(=O)(=O)c1ccccc1OC)[C@H](CO)N2C	7[25 µM]
Cc1nc(NC(=O)CN2CC(C)OC(C)C2)sc1C(=O)N(C)C (stereo not drawn)	9
CN(C)C(=O)c1ccc2c(c1)C1C3CCC(C3)C1C(c1ccccc1)N2 (stereo not drawn)	12
O=C(Nc1ccccc1F)N1C[C@H]2[C@@H](c3ccccc31)[C@H](CO)N2C(=O)c1ccccc1F	-9[25 µM]
O=C(NC(=Nc1ccccc1)N1CCOCC1)Nc1ccccc1	3
CC(C)NC(=O)N(C)C[C@H]1OCCCC[C@H](C)Oc2ccc(NC(=O)NC3CCCCC3)cc2C(=O)N([C@@H](C)CO)C[C@H]1C	1
Cn1cnc2c(cnn2-c2ccccc2)c1=O	3
CCCCC(=O)Nc1c(C)cc(C)cc1Cl	-11
CSCCC(NS(=O)(=O)c1ccccc1F)C(=O)NNC(=O)c1csc(N2CCOCC2)n1 (stereo not drawn)	-2
N#C[C@H]1[C@H](c2ccccc2-c2ccc(F)cc2)[C@H](CO)N1C(=O)NC1CCCCC1	13[25 µM]
CC(C)NC(=O)C1(C)CCCN1C(=O)c1ccc2c(c1)C(C)(C)CCC2(C)C (stereo not drawn)	8
O=C(Nc1ccccc1F)c1ccc(S(=O)(=O)N2CCCCCC2)cc1	-42
CCOC(=O)C(c1ccccc1)C(Nc1ccccc1)c1ccccn1 (stereo not drawn)	15
O=C(O)c1ccc2c(c1Nc1ccccc1)C(=O)c1ccccc1C2=O	-5

From PubChem

An excerpt, so the mix of outcomes need not match the whole.
